Giardia killer = Small Molecules that selectively kill Giardia lamblia: qHTS; Giardia lamblia trophozoite viability; activity change, % at 7.66 µM, hits read low; actives 0.15% (n = 340,000); AID 540267, 2011; in the data active = activity change below about -80%; inconclusive = between about -30% and that limit;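 also: parasites exposed to compound for two days anaerobically before the ATP read; % is scaled to controls: 0 for no effect and ±100 for the full control effect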
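Anaerobic 48 hrs incubation at 37 deg C of 100 trophozoites/well with test compounds; ATPLite 1-Step luminescence, 15-30 min RT, reports cellular ATP as viability.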
RORgamma inh = qHTS for inhibitors of ROR gamma transcriptional activity; Potency, µM (highest dose often 53.6 µM), inactives show top-dose activity change, negative = inhibition, usual class: inhibitors; Drosophila S2 Gal4-RORgamma UAS-luciferase reporter, 20 h; actives 5.4% (n = 310,000); AID 2551, 2010; also: potency is read from the fitted curve at half-maximal effect; % is scaled to controls: 0 for no effect and ±100 for the full control effect; nearly all actives have a fitted effect of over 60% in size
Target sequence (P51450 whole entry, looked up, the tested form may be a part): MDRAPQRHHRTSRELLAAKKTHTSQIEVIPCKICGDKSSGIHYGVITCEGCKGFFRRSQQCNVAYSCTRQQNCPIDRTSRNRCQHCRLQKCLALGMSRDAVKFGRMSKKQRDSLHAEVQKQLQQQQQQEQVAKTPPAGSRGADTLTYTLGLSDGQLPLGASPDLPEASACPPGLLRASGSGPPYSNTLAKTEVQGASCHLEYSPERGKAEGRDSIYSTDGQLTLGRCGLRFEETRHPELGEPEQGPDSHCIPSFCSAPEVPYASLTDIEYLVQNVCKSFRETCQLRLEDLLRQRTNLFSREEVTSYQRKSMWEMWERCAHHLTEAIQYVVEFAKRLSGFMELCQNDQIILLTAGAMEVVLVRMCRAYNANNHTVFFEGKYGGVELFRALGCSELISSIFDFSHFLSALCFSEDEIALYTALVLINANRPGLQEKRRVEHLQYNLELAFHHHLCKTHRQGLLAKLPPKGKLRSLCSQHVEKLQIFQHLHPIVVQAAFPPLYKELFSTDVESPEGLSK
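A Gal4/UAS one-hybrid system in insect cells: metallothionein-promoter Gal4–ROR gamma fusion plus Photinus luciferase reporter. Copper sulfate 700 uM final, 20 hr ambient incubation, luminescent detection after 10 min with reagent.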
BRCA1 expr up = qHTS Assay to Identify Small Molecule Activators of BRCA1 Expression | AID 624202, 2012 | MCF7-BRCA1-FFLuc reporter, luminescence, 48 h; response scale: scaled: vehicle 0%, 10 µM genistein 100% | actives 1.1% (n = 380,000) | Potency, µM (doses to about 46.1 µM), inactives show top-dose activation, most hits filed as activators; also: potency is read from the fitted curve at half-maximal effect; nearly all actives have a fitted effect of over 80% in size; some results filed as inactive show a strong effect at the top dose
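Quantitative HTS in MCF7 cells stably reporting BRCA1 expression via firefly luciferase. Compound treatment lasts 48 h at 37 °C in phenol-red free MEM. Activation is expressed relative to genistein at 10 microM and DMSO.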
Rab9 prom act = qHTS Assay for Rab9 Promoter Activators. AID 485297, 2010. actives 2.8% (n = 320,000). Potency, µM (series often up to 9.22 µM), inactives show at the top dose activation, negative = inhibition, usual class: activators. Huh7 Rab9 promoter-luciferase reporter, luminescence, 24 h; also: potency is read from the fitted curve at half-maximal effect; % of control where 0% means no effect; nearly all actives have a fitted effect of over 60% in size
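Stable Rab9-luc Huh7, 1500 cells/well, 2 h settle; cmpd in DMSO, 24 h, 37 °C/5% CO2; luciferase reagent 10 min RT; luminescence.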
ELG1 genotox = qHTS screen for small molecules that induce genotoxicity in human embryonic kidney (HEK293T) cells expressing luciferase-tagged ELG1; AID 504466, 2011; actives 1.3% (n = 330,000); HEK293T ELG1-luciferase reporter, luminescence, 16 h; Potency, µM (top dose mostly 46 µM), for inactives: at the top dose activity change, positive = activation, usual class: activators; also: potency is read from the fitted curve at half-maximal effect; % of control where 0% means no effect; nearly all actives have a fitted effect of over 60% in size
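16 hr compound incubation (37 °C, 5% CO2) of HEK293T cells carrying luciferase-tagged ELG1; luciferase then measured by ONE-Glo luminescence after 30 min at RT.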
NPC1 prom act = qHTS Assay for NPC1 Promoter Activators | actives 2.4% (n = 320,000) | Potency, µM (titrated, usually from 9.22 µM), without a hit: at the highest dose activation, actives largely listed as activators | AID 485313, 2010 | Huh7 NPC1 promoter luciferase reporter, 24 h;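 also: potency is read from the fitted curve at half-maximal effect; % of control where 0% means no effect; nearly all actives have a fitted effect of over 60% in size; reporter is driven by a mutant NPC1 promoter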
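Compounds in DMSO were transferred onto Huh7 NPC1-luciferase reporter cells pre-incubated 2 h; after 24 h at 37 °C, Amplite reagent was dispensed and luminescence recorded 10 min later.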
FLuc counter = qHTS profiling assay for firefly luciferase inhibitor/activator using purifed enzyme and Km concentrations of substrates (counterscreen for miR-21 project); purified FLuc, Km substrates, luminescence inhibition; Potency, µM (highest dose often 57.5 µM), for inactives: at the highest dose activity change, negative = inhibition, hits mostly inhibitors; actives 6.9% (n = 360,000);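 also: potency is read from the fitted curve at half-maximal effect; plate controls were vehicle for no effect and reference inhibitor for full effect; nearly all actives have a fitted effect of over 55% in size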
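Purified P. pyralis luciferase, 10 nM final, with Km-level 10 uM D-luciferin and 10 uM ATP in 50 mM Tris acetate pH 7.5, 10 mM Mg acetate, 0.01% Tween-20, 0.05% BSA; 6-point qHTS titration about 60 µM downward; luminescence read.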
p53 reactivator = qHTS assay for re-activators of p53 using a Luc reporter | H1299 p53-A138V BP100-luciferase reporter, luminescence, 24 h | Potency, µM (titrated, usually from 92.2 µM), for the others: at the highest dose activity change, positive = activation, most hits filed as activators | actives 0.063% (n = 320,000) | AID 504706, 2011; also: potency is read from the fitted curve at half-maximal effect; % of control where 0% means no effect; nearly all actives have a fitted effect of over 45% in size
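H1299 (p53-null), stable ts p53-A138V + BP100-Luc; 1000 cells/well, Opti-MEM/10% FBS; cpd 4 pt, 1:5; 24 h, 37 deg C, 5% CO2; detection reagent 10 min RT; luminescence.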
PKM2 activator = qHTS Assay for Activators of Human Muscle isoform 2 Pyruvate Kinase. actives 0.34% (n = 260,000). purified PKM2, Kinase-Glo ATP luminescence, activation; response scale: 0% is enzyme alone, no compound. Potency, µM (series often up to 57.5 µM), for the others: top-dose activation, actives largely listed as activators. AID 1631, 2009; also: potency is read from the fitted curve at half-maximal effect; % is scaled to controls: 0 for no effect and ±100 for the full control effect; nearly all actives have a fitted effect of over 55% in size
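hPK-M2, >95% pure; 0.1 mM ADP / 0.5 mM PEP final; imidazole pH7.2 buffer w/ 7 mM MgCl2, 50 mM KCl; 1 h RT; Kinase-Glo lum. Intermediate enzyme activity for dual inhibitor/activator qHTS.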
Gal4-VP16 FLuc = VP16 counterscreen qHTS for inhibitors of ROR gamma transcriptional activity. Drosophila S2 Gal4-VP16 UAS-luciferase, luminescence, 20 h. Potency, µM (top dose mostly 53.6 µM), for inactives: top-dose activity, negative = inhibition, hits mostly inhibitors. actives 3.5% (n = 310,000);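 also: Gal4-VP16 expression switched on by copper sulfate through the metallothionein promoter; potency is read from the fitted curve at half-maximal effect; % is scaled to controls: 0 for no effect and ±100 for the full control effect; nearly all actives have a fitted effect of over 50% in size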
Menin-MLL TR inh = qHTS Assay for Inhibitors Targeting the Menin-MLL Interaction in MLL Related Leukemias: Competition With Texas Red Labeled MLL-derived Mutant Peptide; actives 0.23% (n = 270,000); Potency, µM (titrated, usually from 61.6 µM), for the others: at the highest dose FP activity change, negative = inhibition, hits mostly inhibitors; O00255; Menin + Texas Red MLL mutant peptide, fluorescence polarization; AID 1768, 2009; active = well fitted inhibition curve with a large enough effect in the polarisation, with a control signal flat, not every such curve was filed as active; inconclusive = small, poorly fitted or top-dose-only effect, or effect the other way, or a change in a side signal; inactive = no such curve, though single readings can be large or run the other way; the % refers to the polarisation; also: potency is read from the fitted curve at half-maximal effect; % of control where 0% means no effect; many of its hits are not listed in these tables
Target sequence (O00255 whole entry, looked up): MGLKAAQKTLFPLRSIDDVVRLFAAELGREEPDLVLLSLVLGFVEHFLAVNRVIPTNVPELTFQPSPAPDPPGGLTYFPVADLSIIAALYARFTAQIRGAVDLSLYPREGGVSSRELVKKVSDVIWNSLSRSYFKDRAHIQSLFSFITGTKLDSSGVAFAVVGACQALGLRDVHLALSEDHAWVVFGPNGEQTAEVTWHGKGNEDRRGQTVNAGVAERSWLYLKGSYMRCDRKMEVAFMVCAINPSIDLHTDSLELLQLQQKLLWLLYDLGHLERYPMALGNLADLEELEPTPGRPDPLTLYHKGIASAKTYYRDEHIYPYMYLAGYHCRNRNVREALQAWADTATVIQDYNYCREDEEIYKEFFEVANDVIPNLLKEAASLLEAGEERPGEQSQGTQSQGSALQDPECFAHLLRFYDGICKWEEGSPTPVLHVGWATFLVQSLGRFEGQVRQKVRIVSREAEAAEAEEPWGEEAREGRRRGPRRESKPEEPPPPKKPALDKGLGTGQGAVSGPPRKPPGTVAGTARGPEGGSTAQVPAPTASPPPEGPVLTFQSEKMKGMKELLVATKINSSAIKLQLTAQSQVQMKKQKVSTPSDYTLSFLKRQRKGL
* hit, by the source's call; [ ] = remark or other dose. Unless noted, calls follow the shape of the dose curve; as a rule, active = well fitted curve in the direction sought with a large enough effect; inconclusive = small, poorly fitted or top-dose-only effect, or another doubt; inactive = no such curve, though single readings can be large; an effect the other way counts as inactive or inconclusive. Not all compounds are listed, so the mix of outcomes need not match the whole.

What do the screens show for `C#CCOCCOCCOCCNc1nc(N2CCN(C(=O)[C@H]([C@@H](C)O)n3cc(CCCCN)nn3)CC2)nc(N2CCN(C(=O)[C@H](Cc3ccc(O)cc3)n3cc(CCO)nn3)CC2)n1`?
Giardia killer: 26.3; RORgamma inh: -0.7%; BRCA1 expr up: 9.4%; Rab9 prom act: -2.5%; ELG1 genotox: 0.9%; NPC1 prom act: -0.6%; FLuc counter: 2.1%; p53 reactivator: 6.1%; PKM2 activator: -8.9%; Gal4-VP16 FLuc: -18.2%; Menin-MLL TR inh: -15.1%

What do the screens show for `CCN(CC)S(=O)(=O)c1ccc(NC(=O)COC(=O)c2ccc(-n3nc(C)cc3C)cc2)cc1`?
Giardia killer: 9.0; RORgamma inh: -2.9%; BRCA1 expr up: 0.8%; Rab9 prom act: -0.5%; ELG1 genotox: -0.9%; NPC1 prom act: -0.5%; FLuc counter: 1.0%; p53 reactivator: -2.5%; PKM2 activator: -1.8%; Gal4-VP16 FLuc: -23.8%

How did O=C(Nn1cnnc1)c1ccc(Br)s1 do in these assays?
Giardia killer: 31.3[activator]; RORgamma inh: -3.7%; BRCA1 expr up: 4.8%; Rab9 prom act: -4.0%; ELG1 genotox: -0.7%; NPC1 prom act: -0.8%; FLuc counter: 0.2%; p53 reactivator: 0.3%; PKM2 activator: -2.1%; Gal4-VP16 FLuc: -1.6%; Menin-MLL TR inh: 10.3%

Results for COc1ccc(CC(=O)NCc2n[nH]c(=S)n2C)cc1 ?
Giardia killer: -25.6; RORgamma inh: -2.3%; BRCA1 expr up: 0.0%; Rab9 prom act: -3.9%; ELG1 genotox: 4.5%; NPC1 prom act: -0.5%; FLuc counter: -1.2%; p53 reactivator: 0.3%; PKM2 activator: -3.1%; Gal4-VP16 FLuc: 10.6%; Menin-MLL TR inh: 17.1%

How did Cc1cc(Br)ccc1SCC(=O)OCC(=O)N1CCN(C(=O)c2ccco2)CC1 do in these assays?
Giardia killer: -17.9; RORgamma inh: -0.5%; BRCA1 expr up: 4.8%; Rab9 prom act: 1.9%; ELG1 genotox: 0.8%; NPC1 prom act: 6.7%; FLuc counter: -12.1%; p53 reactivator: -4.0%; PKM2 activator: inconclusive; Gal4-VP16 FLuc: -0.5%; Menin-MLL TR inh: 32.6%[activator]

What do the screens show for `CC(=O)Nc1cccc(-n2nnc(SCC(=O)Nc3ccc(F)c(Cl)c3)n2)c1`?
Giardia killer: -11.8; RORgamma inh: 43.0%; BRCA1 expr up: 0.1%; Rab9 prom act: 2.8%; ELG1 genotox: -5.0%; NPC1 prom act: -0.4%; FLuc counter: 0.1%; p53 reactivator: -5.2%; PKM2 activator: 7.9%; Gal4-VP16 FLuc: -7.3%

Results for Cc1ccc(NC(=O)COC(=O)c2ccc3c(c2)OCCO3)cc1S(=O)(=O)N1CCOCC1 ?
Giardia killer: -19.2; RORgamma inh: inconclusive; BRCA1 expr up: -4.0%; Rab9 prom act: -2.3%; ELG1 genotox: 1.4%; NPC1 prom act: 1.5%; FLuc counter: inconclusive; p53 reactivator: 4.0%; PKM2 activator: 0.8%; Gal4-VP16 FLuc: -3.5%[10 µM]; Menin-MLL TR inh: 17.3%

What do the screens show for `Cc1cccc(Nc2nc(N3CCN(C)CC3)nc(N)c2[N+](=O)[O-])c1`?
Giardia killer: 0.4; RORgamma inh: 11.9%; BRCA1 expr up: 3.0%; Rab9 prom act: 4.8%; ELG1 genotox: 11.1%; NPC1 prom act: -13.5%; FLuc counter: 4.1%; p53 reactivator: 5.0%; PKM2 activator: -14.7%; Gal4-VP16 FLuc: inconclusive; Menin-MLL TR inh: 1.7%

How did CC(C)c1ccc(NC(=O)c2ccccc2NC(=O)C2CCCCC2C(=O)O)cc1 (configuration not stated) do in these assays?
Giardia killer: 3.4; RORgamma inh: inconclusive; BRCA1 expr up: inconclusive; Rab9 prom act: inconclusive; ELG1 genotox: 14.0%; NPC1 prom act: 25.4%; FLuc counter: inconclusive; p53 reactivator: inconclusive; PKM2 activator: 6.9%; Gal4-VP16 FLuc: 0.4%; Menin-MLL TR inh: -1.5%

How did COc1ccc2c(CC(=O)OCC(=O)Nc3cc(C)c(C)cc3[N+](=O)[O-])coc2c1 do in these assays?
Giardia killer: -2.5; RORgamma inh: -14.2%; BRCA1 expr up: -2.7%; Rab9 prom act: -5.0%; ELG1 genotox: 0.7%; NPC1 prom act: -1.5%; FLuc counter: -3.5%; p53 reactivator: 12.2%; PKM2 activator: 4.8%; Gal4-VP16 FLuc: 1.0%; Menin-MLL TR inh: -9.4%

What do the screens show for `Cc1cc(C)nc(Sc2ccc(/C=C(\C#N)C(=O)Nc3ccccc3)o2)n1`?
Giardia killer: -18.2; RORgamma inh: 34.3%; BRCA1 expr up: 10.1%; Rab9 prom act: 7.1%; ELG1 genotox: 11.2%; NPC1 prom act: -0.8%; FLuc counter: -8.9%; p53 reactivator: 25.3%; PKM2 activator: 5.7%; Gal4-VP16 FLuc: 2.9%

How did Cc1ccccc1-n1nnnc1SCC(=O)NNC(=O)c1ccc(NC(=O)CC#N)cc1 do in these assays?
Giardia killer: 2.9; BRCA1 expr up: -3.0%; Rab9 prom act: -4.0%; ELG1 genotox: 2.0%; NPC1 prom act: -2.6%; FLuc counter: 3.7%; p53 reactivator: -3.0%

Results for COc1cccc(C(=O)Nc2ccc(C(=O)NCC(C)C)cc2)c1 ?
Giardia killer: -2.7; RORgamma inh: 2.0%; BRCA1 expr up: 23.6%; Rab9 prom act: 3.8%; ELG1 genotox: -0.5%; NPC1 prom act: 3.5%; FLuc counter: -11.8%; p53 reactivator: -1.3%; PKM2 activator: -2.0%; Gal4-VP16 FLuc: 0.8%; Menin-MLL TR inh: inconclusive

Results for CSc1ncc(C(=O)O)c(C)n1 ?
Giardia killer: -20.1; RORgamma inh: 10.1%; BRCA1 expr up: 13.0%; Rab9 prom act: -0.6%; ELG1 genotox: 0.3%; NPC1 prom act: -0.7%; FLuc counter: 2.3%; p53 reactivator: 5.5%; PKM2 activator: -2.0%; Gal4-VP16 FLuc: -1.1%; Menin-MLL TR inh: 2.4%

Results for COC(=O)C1=C(C)NC(C)=C(C(=O)OC)C1C(=O)OCc1nnc(-c2ccccc2)o1 ?
Giardia killer: -6.8; BRCA1 expr up: -6.7%; Rab9 prom act: 1.7%; ELG1 genotox: 4.2%; NPC1 prom act: -4.6%; FLuc counter: 2.4%; p53 reactivator: -5.3%

How did Cc1ccc(Cl)cc1NC(=O)COC(=O)c1ccc(COc2ccc3c(C)cc(=O)oc3c2)cc1 do in these assays?
RORgamma inh: 33.4%; Rab9 prom act: 0.8%; ELG1 genotox: inconclusive; NPC1 prom act: -2.4%; FLuc counter: -20.2%; p53 reactivator: 2.6%; PKM2 activator: -6.2%; Gal4-VP16 FLuc: -11.2%; Menin-MLL TR inh: -0.1%

Results for O=C(Nc1ccccc1)c1nnn(Cc2ccccc2)c1NC(=O)C(F)(F)F ?
Giardia killer: -13.0; RORgamma inh: 0.1%; BRCA1 expr up: inconclusive; Rab9 prom act: 15.5%; ELG1 genotox: 6.5%; NPC1 prom act: -0.6%; FLuc counter: -0.8%; p53 reactivator: inconclusive; PKM2 activator: -4.6%; Gal4-VP16 FLuc: -5.9%; Menin-MLL TR inh: 27.9%

What do the screens show for `Cc1c(NC(=S)NC(=O)Cc2ccccc2)cccc1C(=O)O`?
Giardia killer: -1.3; RORgamma inh: 1.3%; BRCA1 expr up: 69.0%; Rab9 prom act: 16.0%; ELG1 genotox: 7.8%; NPC1 prom act: 0.9%; FLuc counter: inconclusive; p53 reactivator: 26.0%; PKM2 activator: 3.1%; Gal4-VP16 FLuc: -3.0%; Menin-MLL TR inh: 9.3%

Results for CC1(C(=O)N(Cc2ccccc2)Cc2ccccc2)CC1(Br)Br (configuration not stated) ?
Giardia killer: 4.9; RORgamma inh: -11.2%; BRCA1 expr up: -22.1%; Rab9 prom act: -3.0%; ELG1 genotox: -6.0%; NPC1 prom act: -0.4%; FLuc counter: 2.9%; p53 reactivator: 5.1%; PKM2 activator: 4.9%; Gal4-VP16 FLuc: -26.4%; Menin-MLL TR inh: -16.3%

Results for COc1ccccc1NS(=O)(=O)c1ccc2oc(SCc3ccc(F)cc3)nc2c1 ?
Giardia killer: -4.2; RORgamma inh: inconclusive; BRCA1 expr up: -60.2%; Rab9 prom act: -15.5%; ELG1 genotox: 13.7%; NPC1 prom act: -5.7%; FLuc counter: -1.9%; p53 reactivator: 7.3%; PKM2 activator: -3.8%; Gal4-VP16 FLuc: inconclusive; Menin-MLL TR inh: -1.6%

Screens from PubChem BioAssay.
